Cav3 T inh: blocks human Cav3.2 T-type calcium channel. O95180. Cav3.2-expressing cells, Fluo-4 calcium fluorescence FDSS; stronger effect = lower value. B-score at 10 µM. actives 4% (n = 100,000). AID 449739;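 active means single-dose well whose peak fluorescence ratio is a statistical outlier from its plate by either plate-standardised score or position-corrected B-score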
* = called active by the depositor. Not all compounds are listed; rates above refer to the full screens.

SMILES	Cav3 T inh
COc1ccc(C2CC(=O)c3cnc(NC(=O)c4ccccc4)nc3C2)cc1OC (stereo not given)	0.19
COC(=O)C1=C(NC(=O)c2cccs2)CCS1	0.18
COc1cc(OC)c2c(=O)c(OC)c(-c3ccc(OC)c(OC)c3)oc2c1	0.78
O=C(NC1CCCC1)C(c1cccs1)N(C(=O)c1ccco1)c1ccc2c(c1)OCCO2 (stereo not given)	0.069
O=C1CC(C(=O)Nc2ccc(F)c(Cl)c2)N=C(N2CCCCC2)N1 (stereo not given)	0.42
COc1ccc(OC)c(C2C3=C(CCCC3=O)Nc3c2c(=O)n(C)c(=O)n3C)c1 (stereo not given)	0.95
COC(=O)[C@H](CCSC)NC(=O)NCCc1ccccc1F	0.3
Cc1cc(C)nc(N2CCC(C(=O)NCc3cccc(C(F)(F)F)c3)CC2)n1	-0.086
CCNC(=O)n1nccc1C(C)Oc1ccccc1 (stereo not given)	0.084
COC(C[C@@H]1O[C@@H]1[C@@H](O)[C@H](C)OCc1ccccc1)OC	0.003
O=C(NCCc1c[nH]c2ccccc12)C(=O)Nc1ccccc1	-0.57
C(=N\n1cnnc1)/c1nc2ccccc2[nH]1	-0.048
CCOc1ccc(OCC)c(NC(=O)C2CCCN(S(=O)(=O)c3c(C)n[nH]c3C)C2)c1 (stereo not given)	1.1
CCSCCOC(=O)C1=C(C)NC(=O)NC1c1cccc(OC)c1OC (stereo not given)	-0.36
CCC(=O)Nc1ccc(Cl)c(NC(=O)C(C)C)c1	0.37
CCOc1ccc(-c2nc(C)sc2CC(=O)O)cc1	0.35
COc1ccc(C(=O)CSc2nnc(Cc3ccccc3)o2)cc1	-0.77
Cc1nccn1CC(=O)O	0.38
CCC(C)NC(=O)C1CCN(C(=O)N(C)C)CC1 (stereo not given)	1.5
COc1ccc(OC)c2[nH]c(C(=O)O)cc12	1.8
O=C(NC1CCCCC1)C1CC(=O)N(CCc2ccccc2)C1 (stereo not given)	-1.5
CCOc1ccc(-c2nc(N)nc(C)c2-c2ccc(OC)c(OC)c2)c(O)c1	-0.61
O=C(O)c1ccccc1C(=O)c1cccs1	-0.25
CCCCS/C(N)=N/N=C/c1cc(C)ccc1O	-1.9
Cc1c(NS(=O)(=O)CC23CCC(CC2=O)C3(C)C)c(=O)n(-c2ccccc2)n1C (stereo not given)	-0.19
More records.
SMILES	Cav3 T inh
CCCC(=O)N=c1sc2cccc(F)c2n1C	-0.2
COc1cc(-c2cc(C(F)(F)F)n3ncc(C(=O)O)c3n2)cc(OC)c1OC	0.27
CCCCOc1ccc(C(=O)Nn2cnnc2)cc1	0.45
COC(=O)c1ccc(C(=O)OC)c(NC(=O)CSc2cccc[n+]2[O-])c1	0.16
CCOc1ccc2[nH]c(=O)c(CN(Cc3ccco3)C(=O)c3ccc(Br)cc3)cc2c1	-0.24
Cc1ccc2nc(-c3ccc(SCC(=O)Nc4cc(C)on4)nc3)[nH]c2c1	0.27
CSc1nc(N(C)CCO)c2sc3nc(-c4ccco4)c4c(c3c2n1)CCC4	-0.68
CC(C)C[C@H](N)c1nnc(S(=O)(=O)Cc2cccc(F)c2)o1	0.57
Cc1cc2cc(CCNC(=O)c3ccc(S(=O)(=O)N4CCOCC4)cc3)c(=O)[nH]c2cc1C	0.29
O=C(COC(=O)c1ccccc1)Nc1ccccc1N1CCOCC1	0.75
CCCS(=O)(=O)N1CCCC(C(=O)N2CCN(C(=O)OCC)CC2)C1 (stereo not given)	0.5
CC(=O)Cc1nsc(NC(=O)c2ccc(-c3ccc(Cl)c(C(F)(F)F)c3)o2)n1	-0.11
CCN(CC)c1ccc(NC(=O)c2nc3nc(C)cc(C(F)F)n3n2)cc1	0.14
COc1ccc(C(=O)CC(c2ccccc2)C2C(=O)CCCC2=O)cc1 (stereo not given)	0.0046
O=C1NC(=O)c2cc(NC(=O)C3CCCO3)ccc21 (stereo not given)	0.19
Fc1ccc(-c2nnc(CSc3nnc(-c4cccs4)o3)o2)cc1	0.046
CCCCOc1ccc(C2(C)CC(=O)NC2=O)cc1 (stereo not given)	0.33
Cc1nn(-c2ccccc2)nc1CNC(=O)C(C)Cc1ccccc1 (stereo not given)	-0.62
O=C(CSc1ncccc1C(=O)O)NCCC1=CCCCC1	-0.004
C=C(C)CSc1nc2c(c(=O)[nH]c(=O)n2C)n1CCC(C)C	-3.1
COc1ccc(C2C3=C(CC(c4ccco4)CC3=O)Nc3ccccc3N2C(C)=O)cc1 (stereo not given)	0.17
COc1ccc(C(CCN2CCCCC2)c2c(OC)cc(OC)c3c(-c4ccccc4)cc(=O)oc23)cc1 (stereo not given)	-0.31
CC(NC(=O)CCc1ccc(S(=O)(=O)NC2CCCCC2)cc1)c1ccccc1 (stereo not given)	-0.045
O=C(O)c1ccccc1-c1ccccc1C(=O)Nc1ccccc1	-0.059
Cn1c(SCc2ccccc2Cl)nc2ccccc21	-0.77
The list goes on.
SMILES	Cav3 T inh
CCCc1cc(=O)[nH]c(SC(CC)C(=O)Nc2ccccc2C#N)n1 (stereo not given)	0.34
Cc1cc(C(=O)COC(=O)CCc2nc3ccccc3s2)c(C)n1C	1.5
COC(=O)Cc1c(C)c2ccc(OCC(=O)N(C)C)cc2oc1=O	0.52
O=C(Cn1c(C(F)(F)F)nc2ccccc21)NCCCN1CCOCC1	0.84
CCOC(=O)C(C)Oc1cccc2c(=O)n(CC(=O)NCCc3ccc(OC)c(OC)c3)ccc12 (stereo not given)	0.048
CC(C)(C)OC(=O)N1CCC2(CC1)Oc1ccc(F)cc1C(=O)C21CC(c2ccc(Cl)cc2)=NO1 (stereo not given)	-0.33
COC(=O)C(C)Sc1nc2c(c(=O)[nH]c(=O)n2C)n1CCC(C)C (stereo not given)	1.6
Cc1noc(C)c1CSCC(=O)OCc1nc2ccccc2c(=O)n1CC#N	0.35
CCOc1ccc(NC2=NCC(=O)N2Cc2cccs2)cc1	-0.046
CCC(C)[C@H](NC(=O)OC(C)(C)C)c1nnc(SCc2c(C)[nH]c(=O)[nH]c2=O)o1 (stereo not given in full)	0.29
Clc1ccc(SCc2cc(-c3ccccc3)on2)cc1	0.026
Cc1cccc(C(=O)NCCCN2CCCC2=O)c1	0.28
N#CCc1c(C#N)c(N)nc(N2CCOCC2)c1C#N	0.034
CC1CCCCC1NC(=O)CC1Oc2ccccc2NC1=O (stereo not given)	0.058
CCOCC(=O)Nc1nnc(SCCOC)s1	0.79
CCc1ccc2oc(-c3cc(N)ccc3Cl)nc2c1	-0.82
CCc1nc2oc3ccccc3c(=O)c2c(=O)n1Cc1ccccc1	1.2
CC(C)(C)NC(=O)CN(C(=O)CCN1CCCc2ccccc21)C(C)(C)C	0.16
Brc1ccccc1-n1nnc(-c2cccnc2)n1	-0.24
Cc1ccc(C)c(NC(=O)c2ccc[n+](Cc3ccc([N+](=O)[O-])cc3)c2)c1	0.044
CCOc1cc(C(=O)N2CCCC2)cc(OCC)c1OCC	0.46
O=C1CC(N2CCCCCC2)C(=O)N1c1ccc2c(c1)OCO2 (stereo not given)	1.5
O=C(CSCC(=O)OCC(=O)c1ccc(Br)cc1)Nc1cccc2ccccc12	-0.034
Cc1ccc(CN(N=Nc2nonc2N)c2nonc2N)c(C)c1	-6.8*
COc1ccc(-c2cn3c(C)c(C(=O)NCc4ccc5c(c4)OCO5)sc3n2)cc1	0.42
The list goes on:
SMILES	Cav3 T inh
CC1CCCN(Cc2nc3c(c(=O)n(C)c(=O)n3C)n2Cc2c(F)cccc2Cl)C1 (stereo not given)	-1.2
CC1CCCCN1C(=O)CSCC(=O)Nc1nc(-c2cccs2)cs1 (stereo not given)	-4.9*
Cc1cc(C)cc(OCC(=O)Nc2nonc2NC(=O)COc2cc(C)cc(C)c2)c1	0.05
CCCCN(C)C(=O)CS(=O)(=O)Cc1nc(-c2cccc(OC)c2)oc1C	-2
Cc1nn(-c2ccccc2)c(-c2ccccc2)c1C(=O)O	0.058
C[N+]1(C)CCC(=C2c3ccccc3CC(=O)c3sccc32)CC1	-0.1
Cn1cc(CC(=O)Nc2cccc(C#N)c2)c2ccccc21	-4.2*
COCCNC(=O)c1noc2c1CCc1cc(OC)ccc1-2	1.2
CCc1ccc2nc(SCC(=O)N3CCCCC3)c(C#N)cc2c1	-0.91
COc1ccc(OC)c(/C=N/NC(=O)CCCC(=O)Nc2cccc(Br)c2)c1	-2.1
CCOC(=O)CSc1nnc(-c2cccs2)n1-c1ccccc1	0.22
CN(C(=O)c1ccccc1)C1(C)CCS(=O)(=O)C1 (stereo not given)	0.51
CCCC(=O)N1CCN(c2ccc(NC(=S)NC(=O)CC)cc2)CC1	0.29
C=CCn1c(SCC(=O)C(C)(C)C)nnc1-c1ccccn1	-3.4
CCCC(=O)Nc1ccc(C(=O)O)cc1NC(=O)CCC	-0.018
O=C(CSc1nc2ccccc2c(=O)n1CC1CCCCC1)N1CCOCC1	-3.4
O=C(Nc1nccs1)C1CCN(S(=O)(=O)c2ccc(Cl)c(C(F)(F)F)c2)CC1	-0.55
CN(c1ccccc1C(=O)N1CCN(c2cccc(Cl)c2)CC1)S(C)(=O)=O	-1.7
COCCOC(=O)C1=C(C)NC(=O)N(C(C)=O)C1c1ccc(Cl)cc1 (stereo not given)	-0.22
OCC[C@@H]1C[C@@H](O)[C@H](O)[C@@]2(CCCO2)O1	0.28
c1ccc(-c2nnc3ccc(N4CCCC4)nn23)cc1	3
N#CC1=C(N)SC(C(=O)c2ccccc2)C1c1cccs1 (stereo not given)	-2.7
Cc1nc(S/C(=C\c2ccc(OCc3ccccc3Cl)cc2)C(=O)O)n[nH]1	-1.3
CCCOc1ccc(C(=O)NCc2ccco2)cc1	0.24
COCCCn1c(SCC(=O)NC(C)C)nnc1-c1ccccc1	0.16
(cont.)
SMILES	Cav3 T inh
Cc1ccc(-n2cnnn2)c2cccnc12	0.47
CC(=O)N=C1SC2CS(=O)(=O)CC2N1c1cccc(Cl)c1Cl (stereo not given)	0.23
CC(=O)OCc1nc2sc(C)c(C)c2c(=O)[nH]1	-0.00052
COc1ccc2c(c1)CCc1c(C(=O)NCc3ccc(F)cc3)noc1-2	0.077
O=C(Cn1cc2c(n1)CCCC2)NCc1cccc(Cl)c1	0.36
COc1cccc(NC(=O)CNC(=O)c2ccc(F)cc2)c1	0.84
CCOC(=O)c1ccc(Nc2cc(C)nc3ncnn23)cc1	0.35
CC(=O)Nc1ccc(NS(=O)(=O)C(F)(F)F)cc1	-0.32
COc1ccc(CNC(=O)c2cc3c(s2)CS(=O)C3)cc1 (stereo not given)	0.053
COc1ccc(C2CC2/C(C)=N/OC(=O)c2cccs2)cc1 (stereo not given)	-0.62
COC(=O)c1cc(CSc2nc3ccccc3[nH]2)oc1C	-1.2
CCN(CCCNC(=O)CCNC(=O)Cn1ccc2ccccc2c1=O)c1ccccc1	-0.51
Cc1ccc(S(=O)(=O)N(C)CC(=O)OCc2nnc(-c3ccccc3)o2)cc1	1.2
CCCn1c2c(c(O)c(C(=O)Nc3ccc(OC)cc3)c1=O)CCCC2	-0.98
Cc1sc(NC(=O)c2ccc(Br)s2)c(C(N)=O)c1C	-0.091
COc1ccc(CNC(=O)C2CC(c3ccc(F)cc3)=NO2)cc1 (stereo not given)	-0.59
CCCc1nnc(SCC(=O)N2CCCCC2)n1CC1CCCO1 (stereo not given)	-0.7
Cc1ccc(-c2nn(CC(=O)O)c(=O)c3ccccc23)cc1	-0.039
COc1ccc(Cl)cc1NC(=O)c1cnc2sccn2c1=O	0.8
Cc1ccc(-c2nnn(CC(=O)NCCC3=CCCCC3)n2)cc1	-0.36
O=C(NC(NC1CCS(=O)(=O)C1)C(Cl)(Cl)Cl)c1ccc(Br)cc1 (stereo not given)	-0.59
Cc1cc(C(F)(F)F)n2ncc(-c3ccccc3)c2n1	-1.7
CCNC(=S)NNC(=O)c1cccnc1	2
O=C(CCSc1ccc(Cl)cc1)N1CCOCC1	1
COCCn1c(Cc2ccccc2)nnc1SCC(=O)N1CCCCC1C (stereo not given)	1.5
The results go on:
SMILES	Cav3 T inh
O=S(=O)(c1ccc(F)cc1)N(CCO)CC(O)Cn1c2ccccc2c2ccccc21 (stereo not given)	-2.4
COc1ccc(CN2CCCC(C(=O)N3CCCC3)C2)cc1 (stereo not given)	0.83
Cc1ccc(-c2nnc3n2N=C(c2ccc(Br)cc2)CS3)cc1	-0.28
COc1cccc(OCc2nnc(SCC(=O)NCc3ccco3)n2C)c1	-0.045
O=C(CCCN1C(=O)c2ccccc2C1=O)Oc1ccc(F)cc1	0.6
O=C(NCN1CCc2ccccc2C1)c1ccccc1	0.89
CCOC(=O)c1cccc(NC(=O)CSc2nnc(COc3ccc(Cl)cc3)o2)c1	-0.022
NS(=O)(=O)c1cc2c(cc1Cl)NCNS2(=O)=O	0.2
COc1ccc(OC)c(NC(=O)c2cnn(-c3ccccc3Cl)c2NC(=O)c2ccco2)c1	0.63

Screening results deposited in PubChem BioAssay by Vanderbilt High Throughput Screening Facility.
